Compound activity deposited in PubChem BioAssay by several laboratories.
MEKK2 WT-MEK5: raises or lowers MEK5 binding to wildtype human MEKK2 PB1 domain; bead flow cytometry, Alexa488-MEK5 binding to MEKK2 WT; actives lie on both sides; AID 1531; binding response (% of control), % at 10 µM; 290,000 tested, 1.1% active; Q9Y2U5; in the data active means binding response below about 67% or above about 130%
DNA FID counter: fluorescent intercalator displacement, NS3 helicase counter-screen | DNA fluorescent intercalator displacement, fluorescence | inhibition, % at 7.9 µM | 290,000 tested, 0.17% active | AID 1845; in the data active means inhibition above about 37%;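 further: 0% = vehicle and 100% = reference compound; higher means more ethidium bromide displaced from hairpin DNA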
MEKK2mut PB1 HTS: signal of MEK5 binding to mutant human MEKK2 PB1 domain | 290,000 tested, 0.35% active | bead flow cytometry, Alexa488-MEK5 binding to MEKK2 mutant | AID 1530 | percent response, % at 10 µM; in the data active means percent response above about 24%, passing the limit was not always enough; further: inactives centre near 1; some results filed as inactive read as strong as hits
VIM-2 inh: blocks Pseudomonas aeruginosa VIM-2 metallo-beta-lactamase. purified VIM-2, nitrocefin hydrolysis, epi-absorbance fluorescence. inhibition, % at 5.6 µM. 290,000 tested, 0.89% active;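 active means inhibition above the mean of all tested compounds plus 3 SD, cutoff set per screening run, cut at about 7.5% in these data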;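 further: red hydrolysis product quenches plate fluorescence so inhibitors raise well fluorescence; 0% = enzyme with DMSO and 100% = DMSO without enzyme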
SUMO HTRF inh: inhibitors of human SUMOylation (UBC9) | P63279 | inhibition, % at 35 µM | HTRF SUMOylation assay, SAE1/SAE2 + UBC9, in vitro | 290,000 tested, 0.36% active; in the data active means inhibition above about 50%, passing the limit was not always enough; further: strong numbers were not always called active
Target sequence (P63279 whole entry, looked up): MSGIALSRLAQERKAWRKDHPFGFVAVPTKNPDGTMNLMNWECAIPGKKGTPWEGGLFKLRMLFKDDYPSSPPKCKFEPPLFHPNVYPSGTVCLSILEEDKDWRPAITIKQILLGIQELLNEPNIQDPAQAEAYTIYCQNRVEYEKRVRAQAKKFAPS
IMP-1 inhibitor: inhibitors of Pseudomonas aeruginosa IMP-1 metallo-beta-lactamase; purified IMP-1, nitrocefin hydrolysis, epi-absorbance fluorescence; inhibition, % at 5.6 µM; 290,000 tested, 0.45% active;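 active means inhibition above the mean plus 3 SD of all compounds in the same screening run, cut at about 4.5% in these data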;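 further: 0% = IMP-1 with DMSO and 100% = DMSO wells lacking enzyme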
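Assay system: purified recombinant IMP-1 beta-lactamase. Input: IMP-1 0.2 nM before substrate addition. Buffer or medium: Zinc- and detergent-supplemented HEPES buffer, pH 7.1. Schedule: 25 °C, 15 min preincubation, 25 min reaction. Signal: Epi-absorbance fluorescence, 480 nm excitation, 530 nm emission. Evaluation: percent inhibition from optical density relative to buffer-blank wells.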
PfM18AAP inh: blocks P. falciparum M18 aspartyl aminopeptidase; inhibition, % at 7.35 µM; recombinant PfM18AAP, H-Glu-NHMec fluorogenic cleavage; AID 1822; 290,000 tested, 1.2% active;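 active means inhibition above the campaign mean inhibition over all tested compounds plus 3 SD, cut at about 28% in these data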;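 further: 0% = plate median of test compound wells and 100% = 2 mM ZnCl2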
NALP1 yeast inh: inhibitors of NALP1 inflammasome in yeast; inhibition, % at 10 µM; 280,000 tested, 0.61% active; S. cerevisiae NALP1/ASC/caspase-1 growth, X-gal OD620, 72 h; AID 2071; in the data active means inhibition mostly above about 24%, no sharp cut-off; inactive means mostly below about 32%; further: some compounds called inactive have numbers as strong as hits
HCV NS3 hel inh: blocks Hepatitis C virus NS3 helicase unwinding. inhibition, % at 10.9 µM. NS3 helicase DNA unwinding, Cy5 molecular beacon fluorescence. 290,000 tested, 0.56% active;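 active means inhibition above the mean of all tested compounds plus 3 SD, set per campaign, cut at about 35% in these data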;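 further: 0% = DMSO wells and 100% = thioflavine S control wells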
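test system = hepatitis C virus NS3 helicase domain fragment enzyme | reagent = annealed dual-labelled DNA beacon duplex, ATP-started | times = 1 h at 25 °C | detection = Cy5 fluorescence, 0 and 60 min reads | read-out basis = percent inhibition from t60/t0 fluorescence ratio | control set = DMSO and thioflavine S | replication = one well per compound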
An asterisk follows results filed as active; nt = not tested or not shown; & = joins results of further samples; ! = not active in a repeat. The order is random, and some 4.7% of all compounds hit somewhere here.

Fields: MEKK2 WT-MEK5	DNA FID counter	MEKK2mut PB1 HTS	VIM-2 inh	SUMO HTRF inh	IMP-1 inhibitor	PfM18AAP inh	NALP1 yeast inh	HCV NS3 hel inh
> O=C(NCC1CCCO1)c1nn2c(C(F)(F)F)cc(-c3cccs3)nc2c1Br (stereo not drawn)
 : 100	-13	6	3.9	-5	-3.4	-1	-6	4
> COc1ccc(C(=O)OCC(=O)Nc2c(C)cccc2C)c(OC)c1OC
 : 103	-22	-1	-0.6	15	-0.5	-8	18	-16
> NCCCNC(=O)Cn1c(=O)c2c3c(sc2n(Cc2ccccc2)c1=O)CCCC3
 : 120	9	10	5.2	1	-2.4	4	8	-60
> CCCn1c(C)nc2c(c1=O)c1nc3ccccc3nc1n2CCC1=CCCCC1
 : 85	-21	-2	8.3*	26	-1.7	6	-12	-5
> CNc1nc(N)c([N+](=O)[O-])c(NCC2CCCO2)n1 (stereo not drawn)
 : 101	0	3	0.0	2	0.2	2	23	1
> COC(=O)C(NC(=O)c1ccccc1)(Nc1nccs1)C(F)(F)F (stereo not drawn)
 : 102	-4	2	-3.4	24	0.1	1	21	4
> CC(C)NC(=O)CC(=O)N/N=C/c1cccs1
 : 56	-1	-18	0.4	16	-2.3	-3	-13	9
> CCOC(=O)CC1(c2ccc(OC)c(OC)c2)C(=O)c2ccccc2C1=O
 : 94	-25	-10	-1.5	6	-2.7	-4	-4	-6
> CC(C)(C)c1ccc(OCc2nc(-c3ccccn3)no2)c(Br)c1
 : 86	-3	-11	-1.1	-17	-9.1	-7	nt	-7
> CCOC(=O)C1=C(C)N(c2ccc(OC)cc2)C(=O)/C1=C\c1ccc(O)c(OCC)c1
 : 100	-15	7	-1.8	7	-1.8	16	-9	19
> O=C(N/N=C/c1coc2ccccc2c1=O)c1cc(O)cc(O)c1
 : 80	1	-8	-0.4	12	-0.9	39*	-2	9
> c1cnc(SCCOc2cccc3ccccc23)nc1
 : 101	-4	4	-1.5	-22	4.8*	-7	-6	-4
> Cc1cccn2c(=O)c(C=O)c(N3CCN(C)CC3)nc12
 : 110	2	4	1.3	22	-3.4	7	14	3
> O=c1cc(-c2ccc(O)cc2)oc2c(O)c(O)c(O)c(O)c12
 : 94	2	5	3.9	30	-1.3	52*	0	23
> CC(C)CC(=O)N/C(N)=N/c1nc2ccccc2o1
 : 106	-13	0	-2.9	-3	-4.3	-2	7	1
> COc1ccc(CN(C)C2CCCCC2)c(C)c1C
 : 101	5	6	-0.7	-8	1.0	9	-5	6
> Cc1cc(C(=O)Nc2sc3c(c2C#N)CCC3)no1
 : 100	-1	6	-2.5	8	-3.1	7	1	7
> COc1ccc(Nc2nccc(N(C)C)c2C#N)cc1
 : 93	0	-6	0.2	14	-1.8	-7	-5	-3
> O=C(CSc1nnc2sc3ccccc3n12)NCc1ccc2c(c1)OCO2
 : 87	nt	7	nt	-8	nt	nt	8	nt
> O=C1Nc2ccc(Br)cc2C1(O)Cc1ccncc1 (stereo not drawn)
 : 108	-3	13	-1.5	5	-5.0	3	10	2
> S=C(N/N=C/c1ccccc1Cl)Nc1ccccc1
 : 97	-8	1	-8.2	-21	-1.7	9	-11	7
> CC(C)CNc1nnnc2c1sc1nc(N3CCOCC3)c3c(c12)CCCC3
 : 93	-4	-13	1.0	13	-2.6	-15	1	3
> NS(=O)(=O)c1cccc(NC(=O)COC(=O)COc2ccc3ccccc3c2)c1
 : 99	1	-1	-0.2	-19	-0.4	-3	0	-12
> CCn1cc(C(C)NC(=O)Nc2ccccc2C(=O)OC)c(C)n1 (stereo not drawn)
 : 100	-5	2	-0.1	9	-2.2	-4	4	6
> Cc1ccc[n+](-c2[nH]c(=O)sc2/C=N/N=C(\[O-])c2cccnc2)c1
 : 93	-6	-8	0.3	12	2.3	7	8	22
> CCCNc1cc(C)oc(=O)c1C(=O)CCC
 : 106	-9	4	-2.9	22	-3.7	-12	-8	2
> Cc1ccc2c(c1)-c1c(ssc1=S)C(C)(C)N2C(=O)CSC1=NCCS1
 : 103	15	2	-0.4	0	-2.4	-6	26	-12
> COc1ccc(CCC2(C)NC(=O)NC2=O)cc1 (stereo not drawn)
 : 96	2	-1	-1.3	1	-1.5	-1	0	-5
> CC(C)CNC(=O)CN(C1CCCCC1)S(=O)(=O)c1ccccc1
 : 114	-22	3	-1.4	5	-1.4	-4	-6	-3
> CCCCC(=O)Nc1nnc(/C=C/c2ccc(OC)cc2)s1
 : 100	-23	0	-0.7	29	-1.5	0	17	-12

Single entries from above.
`Cc1cccn2c(=O)c(C=O)c(N3CCN(C)CC3)nc12` in IMP-1 inhibitor reads -3.4
`CC(C)CNC(=O)CN(C1CCCCC1)S(=O)(=O)c1ccccc1` in MEKK2mut PB1 HTS reads 3

Further structures
Fields: MEKK2 WT-MEK5	DNA FID counter	MEKK2mut PB1 HTS	VIM-2 inh	SUMO HTRF inh	IMP-1 inhibitor	PfM18AAP inh	NALP1 yeast inh	HCV NS3 hel inh
> Cc1ccc(C(=O)N/N=C\c2ccc(Br)o2)o1
 : nt	-1	nt	-1.2	-1	-1.6	1	18	-1
> COc1ccc(NC(=O)c2cc3nc(-c4ccccc4)cc(C)n3n2)cc1OC
 : 87	-30	-13	2.7	-4	-1.7	2	-3	-4
> c1ccc(C2=NN(c3ccccc3)C(c3ccco3)C2)cc1 (stereo not drawn)
 : 92	-1	-12	-4.3	26	-2.1	18	16	25
> Cc1coc2cc3oc(=O)c4c(c3cc12)CCCC4
 : 101	-6	3	0.8	18	-3.1	3	6	-2
> O=C(NCc1ccccc1Cl)c1cc(=O)[nH]c2ccccc12
 : 100	-7	2	-2.9	12	-3.4	0	7	-3
> CC(C)c1nnc(NC(=O)CCC(=O)N2CCN(c3ccc(F)cc3)CC2)s1
 : 107	-50	5	-3.6	0	-1.8	3	-13	0
> COc1cc(/C=C/C(=O)O)ccc1S(=O)(=O)N1CCCc2ccccc21
 : 97	-31	-3	0.6	16	-0.2	-9	25	15
> CNc1nc(NCc2ccccc2)c2ccccc2n1
 : 124	11	13	0.5	5	-2.7	-6	16	-14
> COc1ccc(C(=O)N/C(=C\c2cn(C)c3ccccc23)C(=O)N2CCOCC2)cc1
 : 99	-42	2	-1.4	4	-3.0	7	3	-4
> CN(c1ccccc1)c1nc(N)c([N+](=O)[O-])c(NCCO)n1
 : 97	-12	-12	0.8	26	-0.9	-7	6	0
> CCCCCCNCCn1cnc2c(N)ncnc21
 : 104	0	4	-1.4	-36	-2.8	4	-8	5
> CC(=O)NC(CC(=O)NCCc1ccccc1)c1ccccc1 (stereo not drawn)
 : 102	-19	6	-2.2	1	-1.7	-1	0	2
> FC(F)(F)c1cccc(Nc2ncnc3ccccc23)c1
 : 103	-3	4	-0.2	14	-2.8	2	11	-2
> CCC1(CC)NC(=O)N(CC(=O)OCn2nnc3ccccc3c2=O)C1=O
 : 105	-17	4	-1.3	-18	-2.0	11	5	3
> CCOc1ccc2nc(NC(=O)CSc3nc4ccccc4c(=O)n3Cc3ccco3)sc2c1
 : 102	-1	3	-1.9	-3	1.5	-11	24	6
> COCCNc1oc(-c2ccc(Cl)cc2)nc1C#N
 : nt	-1	nt	-1.9	22	-3.2	1	6	1
> O=S(=O)(Nc1ccc(N=Nc2ccc(O)c3ccccc23)cc1)c1ccccc1
 : 87	12	1	-4.0	-7	-3.4	-2	18	4
> CCOC(=O)c1ccc(S(=O)(=O)N2CCN(C(=O)CSc3nc4ccccc4o3)CC2)cc1
 : 99	-8	2	-0.6	8	0.0	2	27	6
> COc1ccccc1CN1C(=O)CNC1=S
 : 99	-9	7	-3.5	1	-2.6	0	9	-2
> Cc1c(OCC(=O)NCc2cccnc2)ccc2c3c(c(=O)oc12)CCC3
 : 98	-20	-7	27*	4	0.1	-9	26	17
> CCCCCC(=O)N1CCN(c2ccc(C(C)=O)cc2F)CC1
 : 113	-27	12	-1.9	21	-2.1	-5	21	-2
> Cc1ccccc1NC1=CC(=O)CC(C)(C)C1
 : 84	-3	-13	-2.3	17	-2.7	-3	-18	-4
> COc1ccccc1NC(=O)Cn1c(=O)n(C)c(=O)c2sc3c(c21)COC(C)(C)C3
 : 103	-17	-1	0.5	-8	0.3	4	19	14
> CC1=C(C(N)=O)C(c2cccs2)n2ncnc2N1 (stereo not drawn)
 : 93	-1	-3	-3.1	-10	-0.4	-2	nt	-3
> Cc1ccc(-c2ccc(C(=O)Nc3cccc(F)c3)o2)c2ccccc12
 : 88	-6	1	-1.1	28	-0.3	-9	25	10
> O=C(CCN1C(=O)/C(=C/c2ccccc2Cl)SC1=S)Nc1ccccn1
 : 99	-15	0	-4.0	-3	-1.7	8	-9	-65
> CC(OC(=O)c1ccc(S(=O)(=O)N2CCCCC2)cc1)C(=O)NC1CCCCC1C (stereo not drawn)
 : 101	-22	7	-3.5	21	-3.4	-3	18	11
> Cc1onc(-c2ccccc2)c1-c1ccc(S(N)(=O)=O)cc1
 : 53*!	2	-6&3	-2.8	9	-2.4	3	12	0
> O=S(=O)(Cc1nnnn1-c1ccccc1)c1ccccc1
 : 108	-4	7	-3.9	3	-4.0	-1	0	-7
> COc1ccc(/C=C(/NC(=O)c2ccc(C)cc2)C(=O)N2CCCC2)cc1OC
 : 99	-30	-1	-1.2	12	-2.5	-2	10	6

Other results.
Fields: MEKK2 WT-MEK5	DNA FID counter	MEKK2mut PB1 HTS	VIM-2 inh	SUMO HTRF inh	IMP-1 inhibitor	PfM18AAP inh	NALP1 yeast inh	HCV NS3 hel inh
> CC(C)c1ccc(NC(=O)CCCC(=O)NCCc2ccccc2)cc1
 : 102	-36	3	-0.8	-9	-1.0	-4	-2	3
> COc1cccc(/C=C2/Oc3ccccc3N(CC(=O)NCC3CCCO3)C2=O)c1 (stereo not drawn)
 : 100	-35	5	-2.6	42	-1.8	-5	-8	-5
> CC(C)(C)NC(=O)c1ccc2nccnc2c1
 : 104	-1	5	-4.5	20	-0.9	6	40	3
> O=C(c1cccc(Oc2c(Cl)cccc2[N+](=O)[O-])c1)N1CCCCC1
 : 96	-23	-4	-1.4	13	-0.2	1	-12	-13
> Cc1ccc(C)c(NC(=O)COC(=O)CCCN=C2NS(=O)(=O)c3ccccc32)c1
 : 101	-19	3	-1.6	-7	-0.5	1	21	20
> O=C(NC(=S)Nc1ccc(S(=O)(=O)N2CCCCC2)cc1)c1ccc(Cl)cc1
 : 91	2	-2	-5.0	10	-2.3	-8	2	0
> COCC(C)n1c(C)cc(C(=O)CN2C(=O)NC(Cc3c[nH]c4ccccc34)C2=O)c1C (stereo not drawn)
 : 102	-29	1	-1.2	4	-0.1	0	-2	-5
> COc1ccc(OCCN2C(=O)c3cccc(N)c3C2=O)cc1
 : 94	-8	-3	1.7	4	-3.1	-3	23	6
> O=C(O)CCn1c(CO)nc2ccccc21
 : 107	3	-1	-6.8	8	-4.2	1	2	2
> COc1ccc(C(=O)NC(=S)N2CCN(C)CC2)cc1Br
 : 101	-1	0	-4.8	11	-4.1	-6	9	2
> COc1ccc(OC)c(NC(=O)c2sc3ncnc(N4CCN(c5ccccn5)CC4)c3c2C)c1
 : 99	-5	-3	-2.8	11	-2.9	0	-24	0
